Screening data deposited in PubChem BioAssay by several laboratories.
NRP1-CendR mod: modulators of CendR peptide binding to human neuropilin-1; FAM-RPARPAR peptide binding to NRP-1, fluorescence polarization; actives 0.85% (n = 360,000); AID 602438; O14786; inhibition, % at 25 µM;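 active = inhibition or corrected inhibition above about 18%, plus a signal ratio from 0.5 to 1.5, limit read from the data, passing the limit was not always enough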; also: strong numbers were not always called active
Rin1-Abl PPI inh: blocks binding of human Rin1 to Abl. TR-FRET Rin1/Abl binding, biochemical. P00519+Q13671. actives 0.4% (n = 360,000). inhibition, % at 7.35 µM; in the data active = inhibition above about 5%, passing the limit was not always enough
E coli Lon inh: inhibitors of E. coli Lon protease; P0A9M0; actives 0.42% (n = 360,000); purified E. coli Lon protease, fluorescence polarization; AID 602123; inhibition, % at 7.94 µM; in the data active = inhibition above about 13%, passing the limit was not always enough;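 also: 0% = enzyme with probe and DMSO and 100% = no enzyme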
MsrA act: activates bovine MsrA enzyme | purified bovine MsrA, absorbance read-out | AID 602163 | activation, % at 10.6 µM | actives 0.3% (n = 360,000); in the data active = activation above about 7.5%;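 also: 0% = vehicle and 100% = reference activator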
MsrA inh: bovine MsrA inhibition; purified bovine MsrA, absorbance read-out; actives 0.75% (n = 360,000); inhibition, % at 15.5 µM; in the data active = inhibition above about 4.5%;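 also: 0% = vehicle wells with enzyme and 100% = reference inhibitor wells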
Neddyl block: blocks human cullin neddylation; P61081+Q13564; AID 651699; actives 0.58% (n = 360,000); calls only at 25 µM; TR-FRET cullin neddylation, biochemical; in the data active = inhibition above about 36%
SKN-1 block: blocks SKN-1 activity in C. elegans | C. elegans VP596 Pgst-4::GFP/RFP ratio, acrylamide-induced, 24 h | inhibition, % at 21.8 µM | actives 0.49% (n = 360,000) | AID 624304;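 active = interference check ratio from 0.5 to 1.5 plus GFP to RFP signal ratio inhibition reaching or exceeding a fixed threshold, cut at about 30% in these data, passing the limit was not always enough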; also: some compounds called inactive have numbers as strong as hits
FAS TE block: FAS thioesterase (human) inhibition; P49327; recombinant FAS-TE, OMFH fluorogenic substrate, fluorescence endpoint; inhibition, % at 15 µM; actives 0.67% (n = 360,000);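 active = compounds whose normalised, plate-corrected inhibition of enzyme fluorescence in the single-dose primary screen is 50% or more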;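 also: 0% = DMSO with enzyme and 100% = substrate without enzyme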
MT1-MMP act inh: blocks activation of human MT1-MMP; HT1080 RFP-PRO-GFP cells, GFP/RFP ratio fluorescence, overnight; percent of plate control window, DMSO zero; P50281; GFP/RFP ratio change, % at 20 µM; actives 0.061% (n = 360,000); AID 651647;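 active = GFP/RFP ratio change of at least 30% with cell ATP level not reduced by more than half and red fluorescence within 50% of control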; also: strong numbers were not always called active
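system = RFP-PRO-GFP reporter HT1080 cells | dosing = 20 µM single dose, 1% DMSO | timing = overnight cell settling, then overnight compound exposure, 37 °C, 5% CO2 | read-out basis = GFP/RFP fluorescence ratio | controls = DMSO and RFP-L50D-GFP cell wells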
* marks the source's active call; other numbers are inactive results; i = inactive; nt = not tested or not shown. No enrichment for hits, and some 4.2% of all compounds hit somewhere here.

SMILES	NRP1-CendR mod	Rin1-Abl PPI inh	E coli Lon inh	MsrA act	MsrA inh	Neddyl block	SKN-1 block	FAS TE block	MT1-MMP act inh
CC(=O)O[C@@H](Cc1ccc(O)cc1)C(=O)CC(C)C	-7	nt	8	0	0.9	i	6	-6	-1
Cc1ccc(S(=O)(=O)N2CCC(C(=O)N3CCCC(C(F)(F)F)C3)CC2)cc1C (configuration not stated)	-9	0	6	-6	0.9	i	5	9	0
COC(=O)C1=C(C(C)=O)C(c2ccc(C)cc2)n2nnnc2N1 (configuration not stated)	-4	3	-1	-11	0.2	i	-18	-8	-4
Cc1cc(C)c(NC(=O)COC(=O)Cn2nc(-c3ccccc3)oc2=O)c(C)c1	2	-1	-9	-3	0.8	i	-10	-5	1
Cn1cccc1/C=N/n1cnnc1	14	-4	-8	-10	1.2	i	-11	-8	1
Cc1ccc(N(CC#N)C(=O)CS(=O)(=O)c2cccc([N+](=O)[O-])c2)cc1	-6	-1	3	0	-0.1	i	15	10	8
Cc1cc(C)nc(SCC(=O)N2CCc3ccccc32)n1	20	-3	1	-2	0.8	i	18	-3	2
CN1CCN(C(=O)/C(C#N)=C/c2ccc(F)cc2)CC1	-8	4	0	-12	0.9	i	1	-7	-2
CC1(C)CC(=O)c2cn3ncnc3nc2C1	1	-2	-2	-2	-0.7	i	-3	-11	4
CC(=O)c1ccc(Cc2ccccc2)cc1	6	0	1	8	0.8	i	8	2	0
COc1cccc(NC(=O)COc2coc(CN3CCN(c4ccccc4)CC3)cc2=O)c1	8	1	-10	-12	-0.8	i	10	-8	0
O=C(COc1cccc([N+](=O)[O-])c1)N/N=C/c1ccco1	16	-1	-6	-10	-0.3	i	10	12	1
Cc1ccc(OCC(=O)N(Cc2ccccc2)C(C)(C)C)c([N+](=O)[O-])n1	-4	-1	3	-12	1.2	i	-8	-4	1
Cc1c(-c2ccccc2)sc2nc[nH]c(=S)c12	-18	-4	-1	-2	1.3	i	1	-2	1
Cc1ccc(N=Cc2cc(Br)cc(Cl)c2O)cc1	-66	-2	9	-4	2.6	i	5	2	-4
CC1(C)CC(=O)C=C(NCc2ccco2)C1	1	0	1	-8	-0.5	i	-11	-6	-2
COC(=O)[C@@H]1C[C@@H]2CC[C@@H](O)C[C@@H]2N1Cc1ccc(N2CCN(C)CC2)cc1	5	4	-10	1	0.9	i	1	-6	-1
CC(C)CC(NC(=O)C(NC(=O)C1OC2OC(C)(C)OC2C2OC(C)(C)OC12)C(C)C)C(=O)O (configuration not stated)	7	-1	4	-4	1.5	i	0	-4	-1
Cc1cccc(C)c1NC(=O)C1(C)CCC(=O)N1C1CCN(Cc2ccccc2)CC1 (configuration not stated)	21*	2	4	-2	-0.3	i	4	-5	-1
COc1ccc(S(=O)(=O)N2CCC(O)(c3cccnc3)CC2)cc1OC	-5	1	-2	-3	-0.5	i	1	-2	4

Sorted by molar mass (descending): part of the list above
SMILES	NRP1-CendR mod	Rin1-Abl PPI inh	E coli Lon inh	MsrA act	MsrA inh	Neddyl block	SKN-1 block	FAS TE block	MT1-MMP act inh
Cc1cccc(C)c1NC(=O)C1(C)CCC(=O)N1C1CCN(Cc2ccccc2)CC1 (configuration not stated)	21*	2	4	-2	-0.3	i	4	-5	-1
Cc1ccc(OCC(=O)N(Cc2ccccc2)C(C)(C)C)c([N+](=O)[O-])n1	-4	-1	3	-12	1.2	i	-8	-4	1
CC1(C)CC(=O)C=C(NCc2ccco2)C1	1	0	1	-8	-0.5	i	-11	-6	-2

(cont.)
SMILES	NRP1-CendR mod	Rin1-Abl PPI inh	E coli Lon inh	MsrA act	MsrA inh	Neddyl block	SKN-1 block	FAS TE block	MT1-MMP act inh
CCO[C@@H]1OC(C(=O)N2CCN(Cc3ccccc3)CC2)=C[C@H](C)[C@H]1CCCO	8	7	-10	-3	-0.2	i	17	-12	3
CC(C)Cc1nnc(NC(=O)CN2C(=O)NC3(CCCCC3)C2=O)s1	-3	3	-6	-7	-1.5	i	-10	-6	-1
Cc1ccc(C)c(NC(=O)c2cc(-c3cc(C)ccc3O)n[nH]2)c1	6	2	-5	-2	0.7	i	2	-6	11
Brc1cccc(-c2nc3cccnc3nc2-c2cccc(Br)c2)c1	6	1	-13	-5	0.1	i	-8	29	0
CC(=O)C[C@H]1c2cc(C(F)(F)F)ccc2S(=O)(=O)N1c1ccccc1	21	4	-6	-4	-1.1	i	14	0	1
CNc1ccc(NC(C)=O)cc1[N+](=O)[O-]	3	-18	-15	-1	0.0	i	2	-6	9
CC(C)C[C@@H](CN1CCC[C@H]1CN1C(=O)C(=O)NC[C@@H]1Cc1ccc(O)cc1)N1C[C@H](Cc2ccc(O)cc2)N(CC2CCCCCC2)C(=O)C1=O	-9	nt	13	-1	2.8	i	21	10	-4
NNC(=O)c1n[nH]c(=O)c2ccccc12	6	-1	-7	-1	-0.7	i	8	-2	3
Cc1ccc2c(CN(Cc3ccccc3)Cc3ccccc3)cc(=O)oc2c1	8	4	-5	-3	-0.2	i	-1	26	-3
COc1ccccc1CNC(=O)c1ccccc1N	10	1	-15	-4	nt	nt	-1	-1	-3
CCOC(=O)[C@]12CCC=C1N(Cc1ccco1)C(=O)[C@H](CC(=O)N1CCOCC1)C2	-12	nt	-4	-7	0.4	i	-16	-8	1
CC(C)Oc1ccc(Cn2c(=O)oc3ccccc32)cc1	9	-2	-1	-3	0.2	i	-7	14	2
O=C(NNC(=O)c1cccc2ccccc12)c1cccc(F)c1	4	2	-13	-12	0.5	i	-1	0	0
COc1ccccc1CNC(=O)c1ccccc1OC	-10	4	-8	-2	1.4	i	-8	-3	2
O=S(=O)(c1ccc(Cl)cc1)N1CCN(CCc2ccccc2)CC1	19	-1	-11	1	-0.1	i	13	15	3
N#Cc1ccccc1NC(=O)Nc1cccc(Cl)c1	5	1	17	-5	1.0	i	41*	-6	5
C/C(=N\Nc1ccc(Cl)cc1)c1ccccn1	-8	-1	-5	-4	0.7	i	21	15	2
COc1ccc(C(=O)N/C(=C\c2ccco2)C(=O)NC2CCS(=O)(=O)C2)cc1 (configuration not stated)	3	4	-6	-4	2.8	i	4	-1	-1
O=C(Cc1cn2ccsc2n1)Nc1nc2c(s1)CCCC2	0	1	1	0	0.3	i	10	-3	3
O=C1C2C3C=CC(C3)C2C(=O)N1c1cccc(-c2nc3ccccc3o2)c1 (configuration not stated)	-20	-3	9	0	0.0	i	7	-3	4
COc1ccc2cc(C3(C)NC(=O)N(CC(=O)NCCC4=CCCCC4)C3=O)ccc2c1 (configuration not stated)	7	-3	3	-13	-0.3	i	-36	2	7
C=CCOc1nc(N(C)C)nc(N(C)C)n1	19	1	3	-4	-0.2	i	-18	-8	-4
C=CCn1c(CNC(=O)c2cccs2)nnc1SCC(=O)c1ccc(Br)cc1	-11	-4	-6	2	-0.3	i	3	1	-1
CCC(C)NS(=O)(=O)c1ccc(OCC(=O)NCC2CCCO2)cc1 (configuration not stated)	2	8	-1	-3	-0.5	i	0	-3	7
Cc1sc(NC(=O)CCS(=O)(=O)c2ccccc2)c(C#N)c1C	9	3	-1	-3	0.0	i	-14	1	1
COC(=O)/C=C1/SC(=NC(=O)c2ccc(Cl)cc2)NC1=O	-18	-3	-5	-2	-0.7	i	0	0	6
COc1cc(C(C(=O)NC(C)(C)C)N(C(=O)CNC(=O)c2cccs2)c2ccccc2)cc(OC)c1OC (configuration not stated)	-2	-1	2	-3	-0.8	i	3	-7	-2
O=Cc1c(N2CCC3(CC2)OCCO3)nc2ccccn2c1=O	4	1	2	-4	1.9	i	14	-6	1
COc1cc(/C=N/Nc2snc(SC)c2C#N)cc(OC)c1OC	1	1	-4	0	1.0	nt	6	-5	-7
O=C(NCCCNC(=O)c1ccco1)c1ccc(Cl)cc1	1	0	4	-1	-0.3	i	3	0	3

Quoted at random: 4 entries already listed, in no set order.
SMILES	NRP1-CendR mod	Rin1-Abl PPI inh	E coli Lon inh	MsrA act	MsrA inh	Neddyl block	SKN-1 block	FAS TE block	MT1-MMP act inh
COc1cc(C(C(=O)NC(C)(C)C)N(C(=O)CNC(=O)c2cccs2)c2ccccc2)cc(OC)c1OC (configuration not stated)	-2	-1	2	-3	-0.8	i	3	-7	-2
COc1cc(/C=N/Nc2snc(SC)c2C#N)cc(OC)c1OC	1	1	-4	0	1.0	nt	6	-5	-7
COC(=O)/C=C1/SC(=NC(=O)c2ccc(Cl)cc2)NC1=O	-18	-3	-5	-2	-0.7	i	0	0	6
Cc1sc(NC(=O)CCS(=O)(=O)c2ccccc2)c(C#N)c1C	9	3	-1	-3	0.0	i	-14	1	1

More records.
SMILES	NRP1-CendR mod	Rin1-Abl PPI inh	E coli Lon inh	MsrA act	MsrA inh	Neddyl block	SKN-1 block	FAS TE block	MT1-MMP act inh
COc1ccc(C(=O)N2c3ccc(F)cc3CCC2C)cc1OC (configuration not stated)	-4	-3	0	-5	-1.5	i	-15	-4	2
CC(=O)c1c(C)[nH]c(C(=O)OC(C)C(=O)Nc2ccc(C)c(S(=O)(=O)N3CCOCC3)c2)c1C (configuration not stated)	-4	5	3	-4	-0.1	i	9	-1	4
COc1ccc(S(=O)(=O)N2CCC(C(=O)NCCC(=O)NCc3cccnc3)CC2)cc1	8	-3	-4	-6	0.8	i	3	-8	2
COc1ccc(-c2c3c(=O)n(C)c(=O)n(C)c3cn2-c2cc(OC)ccc2OC)cc1	-4	-1	8	-5	2.2	nt	16	1	-5
CCc1cc(=O)oc2cc(C)cc(OC(C)C(=O)NCCN3CCOCC3)c12 (configuration not stated)	7	2	-2	2	1.2	nt	15	-5	-1
CC(CC(=O)N1CCN(S(=O)(=O)c2ccc(Cl)cc2)CC1)n1cncn1 (configuration not stated)	3	1	5	-3	-0.6	i	12	-9	1
CCOCCCN(C(=O)CNC(=O)c1ccco1)C(C(=O)NC1CCCC1)c1cccc(OC)c1 (configuration not stated)	-5	1	-5	-1	-0.8	i	12	-3	1
Cc1cc(-c2c(C)[nH]n(-c3ccccc3)c2=O)n(-c2ccccc2)n1	7	0	2	-8	0.4	i	2	-5	-2
CCn1c(COc2cccc(C)c2)nnc1SCC(=O)N1CCCC1	10	1	5	0	-0.5	i	-23	-10	0
COc1ccc(N(CC(=O)NC(C)(C)C)C(=O)CCC(=O)Nc2nccs2)c(OC)c1	-2	-2	6	-2	0.2	i	0	-8	-2
Cc1cc(C)c(S(=O)(=O)NCc2cccs2)cc1C	-8	2	-13	-3	0.8	i	-9	5	-3
COc1ccc2c(c1)cc1c(=O)n(CC(=O)NCCCOC(C)C)nc(C)n12	-3	-3	2	0	0.4	i	12	-6	2
Cc1ccc2c(c1)NC(=O)C(N1CCOCC1)(C(F)(F)F)O2 (configuration not stated)	6	1	-15	-4	-0.5	i	-17	-3	2
CN(C(=O)CSc1n[nH]c(N)n1)C1CCCCC1	-4	7	-13	-2	-0.3	i	5	-8	-3
CC(C)(C)c1ccc(-c2noc(CNC(=O)c3ccco3)n2)cc1	-4	1	5	-1	-0.1	i	3	6	3
Cc1cccc(CSc2nc(N)c(C#N)c(-c3cccs3)c2C#N)c1	-7	-8	-1	-4	1.1	i	9	32	3
COc1ccc(-c2ccc3oc(-c4ccc(OC)cc4)c(-c4ccc(OC)cc4)c3c2)cc1	11	1	-2	-4	1.8	i	-3	30	3
O=S(=O)(Cc1nnnn1-c1ccccc1)c1ccc(F)cc1	15	-3	2	0	-1.4	i	14	-8	-1
CNC(=S)N/N=C/c1ccc(N(C)C)cc1	8	0	-1	-3	3.4	nt	13	-5	-2
COc1ccc(C(C#N)CCC2OCCO2)cc1OC (configuration not stated)	3	-2	9	-2	-1.0	i	18	-10	2
CCCCn1c(SCC(=O)NCc2ccco2)nc2cc(S(N)(=O)=O)ccc21	-20	-4	9	-3	-1.2	i	6	-1	3
Cc1cccc(OCC(=O)Nc2nnc(S(=O)(=O)N3CCC(C)CC3)s2)c1	-10	2	-2	-3	0.3	i	-15	-1	-3
